Source: PubChem BioAssay (The Scripps Research Institute Molecular Screening Center)
GPR151 ag – activates the human receptor GPR151; Q8TDV0; PathHunter beta-arrestin GPR151 cells, luminescence; activation, % at 11.2 µM; hit rate 1% among 650,000; in the data active = activation above about 4.9%;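 note: 0% = median of compound wells and 100% = cells with positive control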
Target sequence (Q8TDV0 whole entry, looked up): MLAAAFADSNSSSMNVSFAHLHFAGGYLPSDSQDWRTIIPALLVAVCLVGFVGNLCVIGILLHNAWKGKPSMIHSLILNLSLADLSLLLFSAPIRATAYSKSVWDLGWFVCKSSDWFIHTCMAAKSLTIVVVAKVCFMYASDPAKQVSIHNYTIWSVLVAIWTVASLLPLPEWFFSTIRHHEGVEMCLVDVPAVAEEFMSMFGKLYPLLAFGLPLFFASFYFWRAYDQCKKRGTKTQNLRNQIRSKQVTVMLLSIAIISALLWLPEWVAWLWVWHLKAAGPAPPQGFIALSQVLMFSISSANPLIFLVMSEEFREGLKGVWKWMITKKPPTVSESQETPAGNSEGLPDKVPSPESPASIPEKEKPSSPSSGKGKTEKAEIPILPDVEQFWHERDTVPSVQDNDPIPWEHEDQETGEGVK
FBW7 act – activators of human E3 ligase FBW7; AlphaScreen FBW7–phospho-cyclin E peptide binding, activator screen; normalized activity (activation), % at 26.1 µM; hit rate 0.13% among 650,000; in the data active = normalized activity above about 1.9%;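 note: purified mutant Fbw7 with reduced substrate affinity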
TEAD-YAP block – TEAD-YAP interaction inhibition. HEK-TIYL cells, TEAD-Gal4/YAP UAS-luciferase luminescence. inhibition, % at 9.12 µM. hit rate 1.4% among 640,000; in the data active = inhibition above about 32%;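 note: 0% = median of test compound wells and 100% = reference inhibitor wells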
MITF primary – blocks human microphthalmia-associated transcription factor | O75030 | AlphaScreen MITF homodimerization, bead proximity signal | inhibition, % at 2.6 µM | hit rate 0.91% among 650,000 | AID 1259374; in the data active = inhibition above about 50%;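 note: 0% = vehicle wells with protein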
Target sequence (O75030 whole entry, looked up): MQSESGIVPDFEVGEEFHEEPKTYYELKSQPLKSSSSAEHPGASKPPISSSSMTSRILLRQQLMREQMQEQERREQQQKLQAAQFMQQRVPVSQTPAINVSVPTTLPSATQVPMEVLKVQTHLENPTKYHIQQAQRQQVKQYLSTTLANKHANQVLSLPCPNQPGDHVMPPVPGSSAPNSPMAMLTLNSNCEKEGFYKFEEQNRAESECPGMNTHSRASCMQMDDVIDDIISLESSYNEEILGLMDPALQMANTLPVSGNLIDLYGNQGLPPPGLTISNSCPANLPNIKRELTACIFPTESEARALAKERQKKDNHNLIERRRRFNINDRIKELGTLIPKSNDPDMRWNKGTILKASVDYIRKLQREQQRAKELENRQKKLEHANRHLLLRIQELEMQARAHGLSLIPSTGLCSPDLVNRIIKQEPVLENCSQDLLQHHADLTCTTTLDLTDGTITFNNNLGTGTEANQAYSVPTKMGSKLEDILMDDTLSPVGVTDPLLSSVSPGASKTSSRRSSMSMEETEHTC
The depositor's hits bear a star.

SMILES | GPR151 ag | FBW7 act | TEAD-YAP block | MITF primary
Nc1nc(-c2ccc([N+](=O)[O-])cc2)c(C(=O)Nc2ccccc2Cl)s1 | 1.3 | 0.1 | 2 | -1
CC(=O)c1c(C)[nH]c(C(=O)CSc2nnc3ccccn23)c1C | -0.4 | -0.1 | -17 | 3
CC(C)NC(=O)Cn1c(=O)n(-c2ccccc2)c(=O)c2oc3ccccc3c21 | 0.1 | 0.4 | -2 | 12
CC1(C)Cc2cccc(Oc3ccc([N+](=O)[O-])c4cnccc34)c2O1 | 0.9 | -0.4 | -6 | 14
CC(=O)c1ccccc1OC(=O)c1ccco1 | -0.9 | 0.2 | 0 | 20
C=CCn1c(SCC)nc2c1c(=O)n(C)c(=O)n2C | -0.5 | 0.0 | -14 | 0
COC(=O)c1c(NC(=O)CCCC(=O)O)sc2c1CCC(C(C)(C)C)C2 (centres undefined) | -0.8 | 0.0 | 5 | -10
CC(=O)NCCN=Cc1sc2ccccc2c1O | -0.2 | -0.1 | -7 | 10
N#CC(C(=O)c1ccc(NS(=O)(=O)c2cccs2)cc1)c1nc2ccccc2[nH]1 (centres undefined) | -1.3 | 0.1 | -11 | 5
S=C(NCC1CCCO1)Nc1cccc(Cn2cc(Cl)cn2)c1 (centres undefined) | 0.7 | -0.1 | 0 | 6
CC(N=Cc1c(O)n(Cc2ccc3c(c2)OCO3)c(=O)c2ccccc12)C1CC2CCC1C2 (centres undefined) | 3.9 | 0.1 | -8 | -4
O=C(NC1CCCCC1)c1cccnc1 | -1.1 | 0.1 | -5 | 11
Cc1nn(C(=O)c2ccc3c(c2)OCO3)c(N)c1-c1ccccc1 | -1.6 | -0.1 | -32 | 52*
CC(=O)Oc1ccc(N2C(=O)C3C4C=CC(C5CC45)C3C2=O)cc1 (centres undefined) | 2.1 | 0.0 | 4 | 2
Cc1ccc(NC(=O)/C=C/C(=O)O)c(Br)c1 | -0.1 | 0.0 | -1 | -2
O=C(CN1C(=O)NC(Cc2ccccc2)(Cc2ccccc2)C1=O)NCc1ccc(F)cc1 | -1.2 | 0.5 | -8 | -4
O=C(NC12CC3CC(CC(C3)C1)C2)c1cc(Cl)ccc1[N+](=O)[O-] | 1.6 | 0.3 | -2 | 25
Cc1ccc2c(c1)N(CC(=O)NC1CCCCCC1)C(=O)c1cccnc1O2 | 0.1 | 0.7 | 5 | 5
COc1ccc(C(=O)Nc2ccc(NC(=O)c3cccs3)cc2)cc1Cl | -0.4 | 0.4 | -3 | 14
CC(C)(CNC(=O)c1ccccc1F)CNC(=O)c1ccccc1F | 1.9 | -0.1 | -2 | 0
CCOc1ccccc1C(=O)Nc1cccc2c1C(=O)c1ccccc1C2=O | 2.2 | 0.0 | 30 | 23
Cn1cnnc1SCC(=O)N1c2ccccc2-c2c(ssc2=S)C1(C)C | 2.0 | -0.2 | 8 | 2
Cc1ccc(S(=O)(=O)C2(C(=O)NCc3ccccc3Cl)CC2)cc1 | -1.2 | 0.8 | -6 | 13
O=C1CC(c2cc([N+](=O)[O-])ccc2Cl)C2=C(CC(c3cccs3)CC2=O)N1 (centres undefined) | -0.6 | -0.1 | 0 | 19
CC(=O)Nc1ccc(C(=O)CSc2nc(O)cc(=O)[nH]2)cc1 | -1.8 | -0.5 | -7 | 10

Ordered by count of non-hydrogen atoms (rising): part of the list above
SMILES | GPR151 ag | FBW7 act | TEAD-YAP block | MITF primary
O=C(NC1CCCCC1)c1cccnc1 | -1.1 | 0.1 | -5 | 11
CC(=O)c1ccccc1OC(=O)c1ccco1 | -0.9 | 0.2 | 0 | 20
CC(=O)NCCN=Cc1sc2ccccc2c1O | -0.2 | -0.1 | -7 | 10
CC(=O)c1c(C)[nH]c(C(=O)CSc2nnc3ccccn23)c1C | -0.4 | -0.1 | -17 | 3
Cc1ccc(S(=O)(=O)C2(C(=O)NCc3ccccc3Cl)CC2)cc1 | -1.2 | 0.8 | -6 | 13
Nc1nc(-c2ccc([N+](=O)[O-])cc2)c(C(=O)Nc2ccccc2Cl)s1 | 1.3 | 0.1 | 2 | -1
O=C(CN1C(=O)NC(Cc2ccccc2)(Cc2ccccc2)C1=O)NCc1ccc(F)cc1 | -1.2 | 0.5 | -8 | -4

Going on with the list.
SMILES | GPR151 ag | FBW7 act | TEAD-YAP block | MITF primary
Cn1nccc1C(=O)NCC1CCC2(CCN(Cc3c(O)ccc4ccccc34)CC2)O1 (centres undefined) | 0.8 | 0.0 | 8 | 12
O=C(/C=C/c1ccc(F)cc1)Oc1ccc([N+](=O)[O-])cc1 | 0.3 | 0.0 | 7 | 12
CC1=C(C(=O)OCc2ccc(C)cc2)C(c2ccc(O)cc2)NC(=O)N1 (centres undefined) | 2.0 | -0.1 | -10 | -1
Cc1ccc2oc(-c3cccc(NC(=S)NC(=O)c4ccco4)c3C)nc2c1 | 0.1 | -0.1 | -37 | 4
CCOc1ccc(OCC)c(Nc2c(-c3ccc4c(c3)OCC(=O)N4)c(=O)c2=O)c1 | -1.2 | -0.2 | 4 | 3
O=C(Cc1ccc(F)cc1)Nc1cnn(-c2cccc(C(=O)Nc3ccc(N4CCOCC4)cc3)c2)c1 | -0.8 | 0.4 | 0 | -19
O=C(O)c1cc(S(=O)(=O)N2CCOCC2)ccc1F | 0.3 | -0.2 | -6 | -4
S=c1nc(-c2ccc(Br)cc2)[nH][nH]1 | -0.9 | 0.6 | -14 | 5
C/C(=N\NC(=O)c1ccc(C(C)(C)C)cc1)c1ccc(C)o1 | -0.9 | 0.3 | -6 | -10
O=C1CN(c2cccc(C(=O)O)c2)S(=O)(=O)c2ccccc2N1 | 0.6 | 0.4 | -2 | 12
CCOC(=O)c1c(NC(=O)COC)sc(C(C)=O)c1C | -2.0 | -0.2 | -6 | 2
O=C(CSc1ncccc1C(=O)O)Nc1ccc2c(c1)OCCO2 | -0.2 | 0.0 | 63* | -1
COc1cc(C2C(C(N)=O)=C(C)Nc3nc(-c4cccc(O)c4)nn32)cc(OC)c1OC (centres undefined) | -0.3 | 0.1 | 9 | -8
O=C1c2ccccc2C(=O)N1Nc1ccc([N+](=O)[O-])cc1[N+](=O)[O-] | -0.3 | 0.6 | 4 | 15
Cc1ccc(NC(=S)N2CCOCC2)cc1 | -0.6 | 0.2 | -4 | 11
O=C(NCc1ccccc1)C(c1cccs1)N(Cc1ccco1)C(=O)c1ccccn1 (centres undefined) | 0.5 | -0.1 | 11 | 21
Cc1ccc(NC(=O)Cn2ncc3c(=O)oc4ccccc4c32)cc1F | -0.5 | 0.1 | -1 | -17
COc1ccc([C@@H]2C[C@H](C(=O)N3CCN(C)CC3)N(C)S(=O)(=O)N2)cc1 | -0.2 | 0.1 | 11 | 6
CCC[C@@H]1NC(=O)[C@@H]2C[C@H](NC(=O)Oc3ccccc3)CN2C1=O | -0.4 | 0.2 | 1 | 16
CCCOc1ccc(C2CC(=O)NC3=C2C(=O)CC(c2cc(OC)ccc2OC)C3)cc1 (centres undefined) | -0.3 | -0.2 | -8 | 7
COC(=O)CSc1nnc(COc2ccc3c(c2)OCO3)n1-c1ccccc1 | -0.6 | 0.2 | -3 | 16
COc1ccc(CCNC(=O)Cn2ncc3c2-c2ccccc2OC3)c(OC)c1 | 0.3 | -0.3 | -2 | 11
Cc1nc(CNC(=O)Cn2nnnc2CN2C[C@@H](C)O[C@@H](C)C2)sc1C | 4.6 | -0.1 | -8 | 5
COc1ccccc1OCC(=O)NCC1CCCN(C(=O)c2c(C)noc2C)C1 (centres undefined) | 0.0 | -0.1 | -1 | -17
CN(C)c1ccc(CN2CCN(c3ccc([N+](=O)[O-])cc3)CC2)cc1 | 1.1 | -0.3 | -6 | 29

Random excerpt: 3 entries already listed.
SMILES | GPR151 ag | FBW7 act | TEAD-YAP block | MITF primary
COc1ccc([C@@H]2C[C@H](C(=O)N3CCN(C)CC3)N(C)S(=O)(=O)N2)cc1 | -0.2 | 0.1 | 11 | 6
S=c1nc(-c2ccc(Br)cc2)[nH][nH]1 | -0.9 | 0.6 | -14 | 5
Cc1ccc(NC(=S)N2CCOCC2)cc1 | -0.6 | 0.2 | -4 | 11

Continuation.
SMILES | GPR151 ag | FBW7 act | TEAD-YAP block | MITF primary
COc1ccc(S(=O)(=O)c2cnc3ccc(Cl)cc3c2N2CCN(C)CC2)cc1 | -1.3 | -0.1 | -2 | -7
COc1ccc(NC(=O)c2cc([N+](=O)[O-])ccc2NCCO)cc1 | -1.1 | 0.2 | -8 | 16
COC(=O)C1=NNC(Nc2ccc(F)cc2)c2ccccc21 (centres undefined) | -0.4 | -0.1 | 7 | -2
O=C(C(O)c1ccc(Br)cc1)N1CCCC(Nc2ccc3[nH]ncc3c2)C1 (centres undefined) | 1.7 | 0.0 | 0 | 22
Cc1cccc2oc(-c3ccc(NC(=O)c4ccc(Cl)cc4)cc3)nc12 | -1.3 | -0.1 | -13 | -3
COc1ccc(Cl)cc1Nc1ncnc2c1c(-c1ccccc1)cn2-c1ccc(C)c(Cl)c1 | 1.5 | -0.6 | -1 | -8
CCOc1ccccc1NC(=O)Nc1ccccc1 | -1.2 | -0.1 | 4 | 1
CNC(=O)c1ccccc1Nc1cc(Nc2ccc(N3CCS(=O)(=O)CC3)cc2OC)ncc1C#N | 0.5 | 0.0 | -6 | -1
COc1cccc(C2C(C(=O)OC3CCCC3)=C(C)NC3=C2C(=O)CC(c2ccccc2)C3)c1OC (centres undefined) | -1.4 | -0.1 | 4 | -19
NC(=O)c1cc(NC(=O)COC(=O)c2ccccc2Nc2ccccc2)cc(C(N)=O)c1 | 2.1 | 0.4 | 7 | 13
O=C(NNC(=O)c1ccc(SCc2ccccc2F)c([N+](=O)[O-])c1)c1ccc(F)cc1 | 0.3 | -0.1 | -2 | 11
Cc1ccc(NC(=O)NC2(C(F)(F)F)Oc3ccc(Cl)cc3O2)c(Br)c1 (centres undefined) | 1.3 | -0.1 | -1 | 3
COc1ccc(S(=O)(=O)N2CCC(C(=O)Nc3cc([N+](=O)[O-])ccc3C)CC2)cc1C | 1.6 | 0.3 | 6 | 15
Cc1ccc(-c2csc(Nc3ccc(S(N)(=O)=O)cc3)n2)cc1C | 1.1 | -0.2 | 0 | -1
COC(=O)C1=C(C)NC2=C(C(=O)CC(c3ccc(OC)c(OC)c3)C2)C1c1ccc(OC)cc1OC (centres undefined) | 1.0 | -0.1 | 11 | -2
CC(C)C(=O)Nc1nc(-c2cc3ccccc3oc2=O)cs1 | 1.4 | 0.2 | 2 | 19
O=Cc1c(O)n(-c2c(Cl)cccc2Cl)c2ccccc12 | -1.1 | -0.1 | -9 | 1
O=C(NCc1ccco1)c1ccc2c(c1)NC(=O)c1ccccc1S2 | 0.9 | -0.1 | 1 | 0
CCCc1nnc(NC(=O)c2cc(Cl)ccc2OC)s1 | -0.3 | 0.0 | 4 | 39
COc1ccc(C2OC(=O)Cc3cc(OC)c(OC)cc32)cc1 (centres undefined) | -0.2 | 0.0 | -7 | 0
O=C1/C(=C\c2cn(-c3ccccc3)nc2-c2cc3c(ccc4ccccc43)oc2=O)NC(=S)N1c1ccccc1 | -0.6 | 0.1 | 0 | 13
O=c1[nH]c(N2CCOCC2)nc2c1CN(C1CCCCC1)CC2 | -0.4 | 0.7 | 3 | 19
C=CCOc1cccc(/C=N/NC(=O)CC(=O)NC2CCCCC2)c1 | 1.8 | -0.1 | 7 | 7
Nc1c(Cl)cc(NCN2C(=O)c3ccccc3C2=O)cc1Br | -1.4 | 0.3 | -6 | -6
CC(CNC(=O)c1cccnc1)NC(=O)c1cccnc1 (centres undefined) | -0.1 | 0.1 | 6 | 18

Going on with the list.
SMILES | GPR151 ag | FBW7 act | TEAD-YAP block | MITF primary
O=c1oc2ccccc2c(N2CCOCC2)c1[N+](=O)[O-] | -2.3 | 0.0 | 5 | 2
O=C(Nc1ccc(-c2nc3ncccc3o2)cc1)c1ccc(-c2ccc(F)cc2)o1 | 0.2 | 0.3 | 5 | 17
O=C(Nc1ccon1)c1ccc(Cl)c(S(=O)(=O)N2CCCCC2)c1 | 0.0 | -0.1 | 0 | 15
O=[N+]([O-])c1c(Nc2ccc(Br)cc2Br)ccc2nonc12 | -0.7 | 0.0 | 8 | -2
CC(=O)Nc1ccc(-c2csc(C)n2)cc1 | -3.0 | 0.0 | -49 | -2
O=C(NC1CCCC1)c1c(O)c2ccccc2[nH]c1=O | -1.2 | -0.2 | -19 | 9
CCCc1cc(=O)[nH]c2nnc(SCC(=O)Nc3ccc(C(N)=O)cc3)n12 | -0.6 | -0.1 | -1 | 12
O=C(O)c1ccc(C2SCCCS2)cc1 | 0.0 | 0.1 | -10 | 15
COCCOC(=O)C1=C(C)NC(=O)NC1c1cccc([N+](=O)[O-])c1 (centres undefined) | 1.0 | 0.4 | 9 | 6
CCOC(=O)c1ccc2c(c1)C(=O)N(c1cccc3ccccc13)C2=O | 2.0 | 0.0 | 0 | -3
CCn1c(=O)cc(SCC(=O)Nc2cc([N+](=O)[O-])ccc2OC)c2ccccc21 | -0.4 | 1.2 | -9 | -1
Cc1cc(C(=O)N/N=C/c2ccc(Cl)c(Cl)c2)c(C)o1 | -2.1 | 0.0 | -41 | 4
CC(C)CNC(=O)c1ccccc1NC(=O)c1ccccc1F | 0.6 | 0.1 | 3 | 8
Cc1cccc(/C(N)=N/OC(=O)COc2ccc(Br)cc2)c1 | 1.9 | 0.1 | -2 | 1
CCOC(=O)c1c(C)[nH]c(C)c1C(=O)CN1C(=O)C(=O)N(C)C1=O | 1.1 | 0.1 | 9 | 1
O=C(CSc1nnc2ccc(-c3ccco3)nn12)N1CCCc2ccccc21 | 1.8 | -0.1 | -9 | 5
